p53 reactivator = qHTS assay for re-activators of p53 using a Luc reporter; H1299 p53-A138V BP100-luciferase reporter, luminescence, 24 h; Potency, µM (highest dose often 92.2 µM), for inactives: at the top dose activity change, positive = activation, usual class: activators; 0.063% of 320,000 active; AID 504706, 2011; also: potency is read from the fitted curve at half-maximal effect; % of control where 0% means no effect; nearly all actives have a fitted effect of over 45% in size
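H1299 (p53-null), stable ts p53-A138V + BP100-Luc; 1000 cells/well, Opti-MEM/10% FBS; cpd 4 pt, 1:5; 24 h, 37 deg C, 5% CO2; detection reagent 10 min RT; luminescence.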
ASM inhibitor = Inhibitors of Secretory Acid Sphingomyelinase (S-ASM): qHTS. Sphingomyelin phosphodiesterase (Homo sapiens), P17405. placental ASM, HMU-PC fluorogenic substrate, 60 min. Potency, µM (titrated, usually from 57.5 µM), for inactives: top-dose activity change, negative = inhibition, hits mostly inhibitors. 0.006% of 340,000 active; also: potency is read from the fitted curve at half-maximal effect
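Human placenta-derived ASM enzyme was preincubated with compound for 10 minutes at room temperature, then given fluorogenic substrate HMU-PC0 (9 uM final) for 60 minutes at 37 °C; a pH 10 stop preceded fluorescence reading at Ex 386/Em 447 nm.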
TRPV1 agonist = HTS Assay for Compounds that Act as Agonists of the Vanilloid Receptor 1 | Transient receptor potential cation channel subfamily V member 1 (Homo sapiens), Q8NER1 | TRPV1-expressing cells, Fluo-8 calcium influx, agonist mode | activation, % at 8.33 µM | 0.19% of 320,000 active | AID 540275, 2011; in the data active = activation above about 80%; inconclusive = between about 30% and that limit; also: 0% is about no effect
Target sequence (Q8NER1 whole entry, looked up): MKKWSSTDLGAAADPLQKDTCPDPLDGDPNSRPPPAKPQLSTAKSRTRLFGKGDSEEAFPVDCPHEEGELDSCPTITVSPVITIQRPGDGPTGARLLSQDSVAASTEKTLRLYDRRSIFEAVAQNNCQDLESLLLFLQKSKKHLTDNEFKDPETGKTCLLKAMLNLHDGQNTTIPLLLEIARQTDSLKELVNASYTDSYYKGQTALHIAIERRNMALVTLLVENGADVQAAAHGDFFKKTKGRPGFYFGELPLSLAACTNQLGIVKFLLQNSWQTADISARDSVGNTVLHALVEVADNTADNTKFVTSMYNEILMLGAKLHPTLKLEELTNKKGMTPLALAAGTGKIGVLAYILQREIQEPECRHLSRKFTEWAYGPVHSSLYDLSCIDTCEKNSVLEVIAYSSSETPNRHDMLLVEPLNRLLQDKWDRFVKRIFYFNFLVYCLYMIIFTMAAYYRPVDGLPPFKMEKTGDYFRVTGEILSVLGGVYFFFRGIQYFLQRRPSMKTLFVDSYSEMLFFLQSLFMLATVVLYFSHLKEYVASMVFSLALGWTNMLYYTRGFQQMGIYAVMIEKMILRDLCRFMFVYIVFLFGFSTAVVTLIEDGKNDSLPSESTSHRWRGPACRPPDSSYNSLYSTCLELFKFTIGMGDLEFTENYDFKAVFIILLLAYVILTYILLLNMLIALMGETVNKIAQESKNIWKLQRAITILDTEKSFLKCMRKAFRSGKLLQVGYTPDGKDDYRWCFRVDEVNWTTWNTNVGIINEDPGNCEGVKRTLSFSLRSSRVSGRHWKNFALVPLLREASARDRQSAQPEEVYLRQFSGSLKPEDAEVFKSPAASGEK
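TRPV1-expressing cells were cultured overnight at 35.5C and loaded with Fluo-8 calcium dye for 40 to 90 min at room temperature. After a 10 s baseline, compound was added and calcium influx was read kinetically for 3 min (ex 480/em 520 nm).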
Eya2 phos inh = qHTS Assay for Inhibitors of the Phosphatase Activity of Eya2 | recombinant Eya2, OMFP fluorescence dephosphorylation (OMFP is methylfluorescein phosphate) | Potency, µM (titrated, usually from 76.9 µM), for the others: at the highest dose activity, negative = inhibition, most hits filed as inhibitors | 0.006% of 330,000 active; also: potency is read from the fitted curve at half-maximal effect; % is scaled to controls: 0 for no effect and ±100 for the full control effect
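Eya2 (0.2 uM) preincubated 10 min at ambient with compound, then OMFP substrate added at 50 uM; 10 min reaction in 50 mM HEPES pH 7.5, 50 mM NaCl, 5 uM MgCl2, 0.05% BSA, 1 mM DTT. Fluorescence read at Ex 485/Em 525 nm.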
uPA generation = qHTS for Inhibitors of Cell Surface uPA Generation. Potency, µM (top dose mostly 38.3 µM), for the others: at the top dose activity change, negative = inhibition, most hits filed as inhibitors. cell surface uPA generation assay, qHTS. AID 540303, 2011. 0.31% of 330,000 active; active = well fitted inhibition curve with a large enough effect; inconclusive = small, poorly fitted or top-dose-only effect; inactive = no such curve, though single readings can be large or run the other way; tested in mouse RAW 264.7 cells; also: potency is read from the fitted curve at half-maximal effect; % is scaled to controls: 0 for no effect and ±100 for the full control effect; nearly all actives have a fitted effect of over 55% in size
B2AR arrestin = qHTS assay of beta-arrestin-biased ligands of beta2-adrenergic receptor. 0.02% of 330,000 active. AID 492947, 2010. Beta-2 adrenergic receptor (Homo sapiens), P07550. beta-arrestin recruitment to beta2AR, cell-based reporter. Potency, µM (top dose mostly 46.1 µM), for inactives: top-dose activation, most hits filed as activators;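 also: potency is read from the fitted curve at half-maximal effect; 0% = DMSO controls and full agonism = EC100 isoproterenol or metaproterenol; nearly all actives have a fitted effect of over 65% in size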
USP2a block = qHTS Assay for Inhibitors of Ubiquitin-specific Protease USP2a Using CHOP2 as the Reporter. USP2 core, Ub-CHOP2 coupled fluorogenic reporter, 485/531. Potency, µM (highest dose often 38.3 µM), for the others: top-dose activity change, negative = inhibition, usual class: inhibitors. 0.01% of 330,000 active. AID 463254, 2010;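 also: potency is read from the fitted curve at half-maximal effect; plate controls were DMSO wells for no effect and full inhibition by NEM control for full effect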
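Cell-free coupled assay: 10nM USP2 core preincubated 30min RT with compound in Tris-HCl pH 8.0/CaCl2/CHAPS buffer, then 25nM Ub-CHOP2 and 25nM reporter substrate; fluorescence (Ex 485/Em 531) read after 60min RT, normalized to NEM inhibition, concentration-response curves fitted.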
TSG101-PTAP inh = qHTS Assay for Iinhibitors of HIV-1 Budding by Blocking the Interaction of PTAP/TSG101; Fluorescence polarization, FITC-PTAP peptide / Tsg101 binding; Potency, µM (series often up to 115 µM), without a hit: at the highest dose activity change, negative = inhibition, actives largely listed as inhibitors; 340,000 tested, under 10 active; AID 493005, 2010; active = well fitted inhibition curve with a large enough effect in the main read-out, with a control signal flat, not every such curve was filed as active; inconclusive = small, poorly fitted or top-dose-only effect, or effect the other way, or a change in a side signal; inactive = no such curve, though single readings can be large or run the other way; also: potency is read from the fitted curve at half-maximal effect; % of control where 0% means no effect
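Compounds were pin-transferred onto Tsg101 binding domain (10 uM final) in HEPES pH 7.5 buffer, then FITC-PTAP peptide was added at 50 nM final. After 20 min at RT, polarization reported peptide displacement across a qHTS concentration series.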
ELG1 genotox = qHTS screen for small molecules that induce genotoxicity in human embryonic kidney (HEK293T) cells expressing luciferase-tagged ELG1 | HEK293T ELG1-luciferase reporter, luminescence, 16 h | Potency, µM (top dose mostly 46 µM), without a hit: at the highest dose activity change, positive = activation, hits mostly activators | 1.3% of 330,000 active | AID 504466, 2011; also: potency is read from the fitted curve at half-maximal effect; % of control where 0% means no effect; nearly all actives have a fitted effect of over 60% in size
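Quantitative HTS format in 1536-well plates. HEK293T ELG1-luciferase reporter cells receive test compound and are incubated 16 hr at 37 °C, 5% CO2; ONE-Glo added, 30 min room temperature, then luminescence read.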
BRCA1 expr act = qHTS Assay to Identify Small Molecule Activators of BRCA1 Expression | MCF7-BRCA1-FFLuc reporter, luminescence, 48 h; response scale: scaled: vehicle 0%, 10 µM genistein 100% | Potency, µM (highest dose often 46.1 µM), for inactives: at the highest dose activation, most hits filed as activators | 1.1% of 380,000 active | AID 624202, 2012; also: potency is read from the fitted curve at half-maximal effect; nearly all actives have a fitted effect of over 80% in size; some results filed as inactive show a strong effect at the top dose
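MCF7-BRCA1-FFLuc, 2000 cells/well; 2 h attach, 37 °C/5% CO2; compound 48 h; luciferase substrate 15 min; luminescence end-point. Norm. to genistein 10 microM max activation and DMSO; concentration-response curves fitted.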
a7 integrin act = qHTS for Activators of Integrin-Mediated Alleviation for Muscular Dystrophy. alpha7betagal myoblasts, beta-gal FDG fluorescence, 48 h. Potency, µM (series often up to 38.3 µM), without a hit: at the highest dose activation, actives largely listed as activators. 0.064% of 350,000 active. AID 624291, 2012;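 also: potency is read from the fitted curve at half-maximal effect; 100% = response of the positive control SU9516; nearly all actives have a fitted effect of over 60% in size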
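Alpha7betagal+/- myoblasts (passage 13) were plated 16-24 hr, then exposed to compounds (1:260 dilution of DMSO stock) for 48 hours at 37C. After MPER lysis, β-galactosidase reporter activity was read as FDG fluorescence (ex 480/em 540) after 30 minutes.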
* marks the source's active call; other numbers are inactive results; ? = inconclusive; · = no result given; [ ] = dose if it differs, or a comment. Unless noted, calls follow the shape of the dose curve; as a rule, active = well fitted curve in the direction sought with a large enough effect; inconclusive = small, poorly fitted or top-dose-only effect, or another doubt; inactive = no such curve, though single readings can be large; an effect the other way counts as inactive or inconclusive.

SMILES	p53 reactivator	ASM inhibitor	TRPV1 agonist	Eya2 phos inh	uPA generation	B2AR arrestin	USP2a block	TSG101-PTAP inh	ELG1 genotox	BRCA1 expr act	a7 integrin act
COc1cc2nc(CN3CCN(S(=O)(=O)c4ccccc4)CC3)[nH]c(=O)c2cc1OC	-3%	1%	-2	31%	-9%	-0.2%	1%	1%	-1%	-1%	-14%
CCOC(=O)C(NCCc1ccccc1F)(NC(=O)CC)C(F)(F)F (configuration not stated)	-6%	-3%	-6	-2%	-7%	0.1%	0%	0%	-1%	-7%	21%
COC(=O)c1ccccc1NC(=S)NC(=O)COc1ccccc1Cl	-2%	-9%	0	-24%	8%	-1.0%	4%	-1%	3%	-7%	4%
Cc1noc(C)c1COc1ccc(C(=O)OCC(=O)c2ccc3c(c2)OCCO3)cc1	8%	-1%	-2	14%	2%	-0.2%	0%	-4%	12%	-5%	-3%
COc1cc(NC(=S)NC(=O)c2ccc(C(C)(C)C)cc2)ccc1NC(=O)c1cccs1	-11%	-6%	-3	0%	26%	-0.6%	9%	-3%	-7%	1%	5%
Cc1cc(NC(=O)c2cc(-c3ccc(Br)cc3)on2)no1	0%	6%	-2	-4%	2%	0.1%	5%	-2%	4%	-2%	4%
COC(=O)[C@@H]1C[C@H]2CC[C@H](O)C[C@H]2N1Cc1ccc(C(C)(C)C)cc1	-3%	11%	28	-16%	14%	-1.1%	0%	-1%	0%	11%	24%
CCOc1ccc(CCNC(=O)COC(=O)c2cc([N+](=O)[O-])ccc2N2CCOCC2)cc1OCC	-8%	-9%	0	-8%	-14%	0.4%	0%	-3%	-14%	-8%	26%
COc1ccccc1NS(=O)(=O)c1cccc(C(=O)N2CCN(C/C=C/c3ccccc3)CC2)c1	-3%	5%	1	-5%	12%	-0.7%	2%	-2%	-15%	-26%	0%
O=S(=O)(c1ccc(SCc2ccccc2F)nc1)N1CCCC1	14%	2%	9	-14%	4%	-0.4%	-8%	-8%	-1%	57%	-15%
O=C(O)c1ccc2c(=O)n3c(nc2c1)/C(=C/c1ccc(Cl)c([N+](=O)[O-])c1)CC3	24%	-17%	-3	-7%	-4%	-1.1%	0%	-2%	?	2%	-64%[inhibitor]
COc1ccc(CCNC(=O)c2ccc(CSc3ccccc3)o2)cc1	-1%	-4%	?	-12%	2%	-0.1%	-1%	-1%	-10%	-13%	6%
O=C1CCc2ccccc2N1	-3%	2%	1	-6%	0%	0.3%	0%	-7%	2%	0%	-3%
COc1ccccc1N(C(=O)c1snc(C(N)=O)c1N)C(C(=O)NCCC(C)C)c1ccco1 (configuration not stated)	2%	·	?	1%	-1%	-0.3%	5%	-5%	0%	-17%	3%
O=C(CSc1ncnc2c1nnn2Cc1ccccc1)NC1CCCCC1	-12%	-5%	25	-10%	-5%	-0.3%	3%	-3%	2%	-6%	-13%
CCN(CC(=O)Nc1ccccc1OC)C(=O)CN1C(=O)NC(C)(c2ccccc2)C1=O (configuration not stated)	-11%	1%	2	0%	-1%	-0.1%	3%	-1%	-2%	-13%	12%
COc1ccc(S(=O)(=O)N2CCN(C)CC2)cc1NC(=O)c1ccccc1	0%	7%	0	-9%	3%	-0.4%	-1%	-4%	-4%	-22%	-5%
Clc1cccc2sc(-c3nnc(-c4ccccc4)o3)c(Cl)c12	·	9%	·	·	7%	·	·	0%	·	?	-5%
Cn1c(SCc2nc3ccccc3s2)nnc1-c1cccs1	?	4%	10	14%	2%	0.1%	?	-1%	?	63%	-8%
Brc1ccc(OCc2nc(-c3ccccn3)n[nH]2)cc1	?	3%	-1	13%	-9%	12%	-5%	-4%	8%	-39%	0%
COc1ccc(C(=O)NCCSCc2ccc(C)cc2)cc1	6%	-10%	?	-8%	7%	-0.8%	-1%	-2%	-1%	-14%	-14%
CSc1ncccc1C(=O)OCC(=O)NCc1ccc2c(c1)OCO2	19%	-5%	12	0%	10%	0.2%	0%	1%	-1%	3%	5%
CCOC(=O)c1ccc(S(=O)(=O)N2CCN(C(=O)c3cccc(S(=O)(=O)N4CC(C)OC(C)C4)c3)CC2)cc1 (configuration not stated)	·	1%	·	·	1%	·	·	-4%	·	-2%	18%
Cc1ccc2nc(SCCC#N)nc(C)c2c1	9%	-2%	4	-7%	-2%	0.0%	-1%	-8%	8%	0%	-13%
Cc1ccc(S(=O)(=O)Nc2ccc(S(=O)(=O)N3CCOCC3)cc2)cc1	·	-2%	·	·	2%	·	·	-4%	·	-14%	33%
CCC(C)(C(=O)NC1CCCCC1)N(C(=O)CC1NC(=O)NC1=O)c1c(C)n(C)n(-c2ccccc2)c1=O (configuration not stated)	-1%	3%	0	2%	1%	0.4%	6%	-3%	0%	8%	-14%
CCOc1ccc(-c2nn(-c3ccccc3)cc2/C=C2\SC(=S)N(C3CCS(=O)(=O)C3)C2=O)cc1 (configuration not stated)	-5%	-8%	3	8%	-4%	0.0%	0%	?	0%	-15%	-3%
COc1ccc(-n2c(SCC#N)nc3c(sc(=S)n3-c3ccccc3)c2=O)c(OC)c1	-3%	-3%	0	2%	2%	-0.1%	2%	-6%	-3%	17%	-9%
Cc1ccc(C(=O)Nc2cc3c(cc2N2CCCCC2)n(C)c(=O)n3C)cc1	0%	-2%	11	6%	4%	3.4%	-1%	-11%	0%[9.26 µM]	0%	-33%
COc1ccc(C2(C)NC(=O)N(CC(=O)c3cc(C)n(C4CC4)c3C)C2=O)cc1OC (configuration not stated)	-5%	5%	-1	-15%	-8%	0.5%	1%	-2%	-5%	-29%	-49%[inhibitor]
Nc1nnc2c(C(F)(F)F)nc3ccccc3n12	2%	47%[activator]	-1	-8%	1%	-1.0%	2%	-5%	4%	15%	4%
O=C(NC1CCCC1)C(c1cccnc1)N(Cc1ccccc1F)C(=O)c1csnn1 (configuration not stated)	-2%	6%	3	-4%	0%	0.1%	2%	-5%	-1%	-6%	-46%[inhibitor]
C/C(=N\NC(=O)c1ccc2c(c1)OCO2)c1ccc(O)cc1	21%	-1%	?	-7%	-1%	0.0%	-2%	-2%	?	?	26%
CCOC(=O)C1CCN(C(=O)CCc2nnc3ccc(N4CCC(C)CC4)nn23)CC1	4%	-1%	2	5%	-6%	-0.9%	2%	-4%	1%	0%	?
CC1CCCN(C(=O)COc2ccc(Nc3ccccc3)cc2)C1 (configuration not stated)	-6%	3%	8	4%	2%	-1.0%	-1%	0%	-1%	4%	13%
CN(C)c1ccncc1C(=O)Nc1ccc(F)cc1F	-4%	1%	-11	19%	4%	-0.8%	-1%	-1%	-1%	-21%	6%
CCN(CC)S(=O)(=O)c1ccc2oc(C(=O)NC(C)C)c(C)c2c1	-7%	-2%	?	3%	-1%	-0.3%	2%	-3%	-8%	24%	-23%
CC(C)NC(=O)COc1nncc2ccccc12	0%	3%	-6	-5%	1%	0.0%	1%	-1%	4%	-4%	3%
O=C(CN1CCOCC1)N/N=C/c1ccc(-c2ccc(C(=O)O)cc2)o1	3%	32%	-3	0%	-1%	-1.0%	1%	-4%	-1%	4%	4%
CSc1nc2nccc(/C=C\c3ccccc3)n2n1	-10%	13%	-1	4%	·	0.8%	-1%	-5%	-2%	-84%[inhibitor]	-57%[inhibitor]
Cc1ccc(-n2ncc3c2CCCC3NC(=O)CCN2CCCC2=O)cc1C (configuration not stated)	?	2%	2	-2%	8%	-0.2%	1%	-5%	-1%	-9%	-15%
COc1cccc(OCc2ccc(C(=O)NCC3CCCO3)cc2)c1 (configuration not stated)	-3%	-2%	10	0%	6%	0.2%	3%	1%	-1%	30%	-12%
Cc1ccc(OCCSc2nc(NC(C)C)nc(NC(C)C)n2)cc1	-2%	·	0	3%	0%	0.1%	2%	2%	5%	-48%	-42%
